# CHT block – inhibitors of human choline transporter CHT; Q9GZV3; CHT-expressing cells, membrane potential dye, choline response; hits give low values; B-score at 10 µM; hit rate 0.86% among 310,000; AID 488975;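 active = B-score over 3 SD under the library average, and starting fluorescence ratio not unusually high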;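 note: choline stimulus applied at its EC90 after an EC20 pre-addition; B-score computed on integrated fluorescence ratio after choline addition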
# Target sequence (Q9GZV3 whole entry, looked up): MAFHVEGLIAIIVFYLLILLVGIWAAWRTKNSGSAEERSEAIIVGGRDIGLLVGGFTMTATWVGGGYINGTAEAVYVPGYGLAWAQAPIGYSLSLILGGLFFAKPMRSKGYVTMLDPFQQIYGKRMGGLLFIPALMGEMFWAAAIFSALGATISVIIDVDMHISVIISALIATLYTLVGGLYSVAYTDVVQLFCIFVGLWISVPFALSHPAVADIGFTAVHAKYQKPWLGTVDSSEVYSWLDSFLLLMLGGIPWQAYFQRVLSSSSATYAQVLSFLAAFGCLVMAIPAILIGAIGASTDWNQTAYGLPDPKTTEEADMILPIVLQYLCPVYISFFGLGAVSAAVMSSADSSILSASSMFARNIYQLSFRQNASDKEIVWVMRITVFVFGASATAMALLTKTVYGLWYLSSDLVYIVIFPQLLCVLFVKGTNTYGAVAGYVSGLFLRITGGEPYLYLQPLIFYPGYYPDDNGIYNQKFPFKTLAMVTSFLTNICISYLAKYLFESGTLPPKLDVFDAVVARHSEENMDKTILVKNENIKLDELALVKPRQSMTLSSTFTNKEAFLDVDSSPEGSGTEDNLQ
# Kir21 inh – Kir2.1 (mouse) channel inhibition | P35561 | HEK293-Kir2.1, FluxOR thallium flux fluorescence; hits give low values | B-score at 10 µM | hit rate 0.85% among 310,000;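 active = fluorescence ratio B-score at or below minus 3 SD of library scores, with starting-brightness B-score within 2 SD, cut at about -4.2 in these data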;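 note: channel flux triggered by added potassium and thallium sulfate stimulus; B-score of peak minus minimum fluorescence over baseline after thallium stimulus; more negative B-score means stronger Kir2.1 block with less thallium influx; some compounds called inactive have numbers as strong as hits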
# Target sequence (P35561 whole entry, looked up): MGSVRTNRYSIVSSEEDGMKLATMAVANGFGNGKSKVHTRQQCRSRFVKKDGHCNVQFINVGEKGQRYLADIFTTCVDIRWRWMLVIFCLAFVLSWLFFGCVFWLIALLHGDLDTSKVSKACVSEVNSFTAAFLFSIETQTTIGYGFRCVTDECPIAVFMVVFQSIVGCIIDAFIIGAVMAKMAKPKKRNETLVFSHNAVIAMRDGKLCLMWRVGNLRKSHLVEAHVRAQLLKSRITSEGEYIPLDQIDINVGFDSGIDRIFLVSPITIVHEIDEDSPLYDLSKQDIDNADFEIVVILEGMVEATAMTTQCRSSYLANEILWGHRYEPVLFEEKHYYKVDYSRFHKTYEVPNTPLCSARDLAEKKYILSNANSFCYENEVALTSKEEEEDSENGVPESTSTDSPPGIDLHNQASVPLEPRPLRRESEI
# Starred values were filed as active, the others as inactive; i = inactive; x = not tested or not shown; & = joins results of further samples.
SMILES,CHT block,Kir21 inh
O=C(O)C1=C[C@H](c2ccc(Br)cc2)C[C@H](OCc2ccc(CO)cc2)O1,i,1.8
CC1CC1C(=O)OCC(=O)N(C)c1c(N)n(Cc2ccccc2)c(=O)[nH]c1=O (stereo not given),i,-0.05
CCOC(=O)N1CCC(NS(=O)(=O)c2cc(Br)cnc2N)CC1,i,-0.01
CC(=O)Cn1ncc(N2CCOCC2)cc1=O,i,-1.4
COc1ccc(CN2CCN(c3ccccn3)CC2)c(OC)c1C,i,1.8&0.38
COc1ccc(S(=O)(=O)N2CCCOC2CNC(=O)C(=O)NCCCN2CCOCC2)cc1 (stereo not given),i,0.54
CCc1ccc(N2CC(C(=O)Nc3ccc4c(c3)OCCO4)CC2=O)cc1 (stereo not given),i,-1.4
O=C(O)c1ccc(OCC2CCCO2)cc1 (stereo not given),i,0
CCOc1cccc(NC(=O)/C(C#N)=C/c2cccnc2)c1,i,1.1
CCCCSc1nnc([C@@H]2CCCN2C(=O)OC(C)(C)C)o1,i,-1.4
COc1ccc(C(CNC(=O)c2cccc(NS(=O)(=O)c3ccc(Br)cc3)c2)N(C)C)cc1 (stereo not given),i,-0.86
COc1ccc(-n2nc3c(c2NC(=O)C2CCCC2)CS(=O)(=O)C3)cc1,i,0.74

# Molecules shown so far that have sulfur (5):
SMILES,CHT block,Kir21 inh
CCOC(=O)N1CCC(NS(=O)(=O)c2cc(Br)cnc2N)CC1,i,-0.01
COc1ccc(S(=O)(=O)N2CCCOC2CNC(=O)C(=O)NCCCN2CCOCC2)cc1 (stereo not given),i,0.54
CCCCSc1nnc([C@@H]2CCCN2C(=O)OC(C)(C)C)o1,i,-1.4
COc1ccc(C(CNC(=O)c2cccc(NS(=O)(=O)c3ccc(Br)cc3)c2)N(C)C)cc1 (stereo not given),i,-0.86
COc1ccc(-n2nc3c(c2NC(=O)C2CCCC2)CS(=O)(=O)C3)cc1,i,0.74

# (further entries)
SMILES,CHT block,Kir21 inh
CCOC(=O)c1[nH]c(=O)c2ccccc2c1O,i,-0.5
NC(=O)CC(NC(=O)Cc1cccc2ccccc12)c1ccc(NC2CCCCC2)c([N+](=O)[O-])c1 (stereo not given),i,-0.53
COC(CNC(=O)c1ccc2c(c1)ncn2-c1ccc(F)cc1F)OC,i,2.1
CCc1nn(CC(=O)NC2CCN(Cc3ccccc3)CC2)c(=O)c2cc3cc(F)ccc3n12,i,0.43
Cc1nc(C)c(C(=O)Nc2cccc(F)c2)s1,i,0.25
O=C(NCN1CCOCC1)c1cnccn1,i,-0.13
COc1ccccc1CNC(=O)CNCC1CCCO1 (stereo not given),i,-2
O=C1C2C(C(=O)N1/N=C/c1cc([N+](=O)[O-])c(O)cc1O)C1C=CC2C12CC2 (stereo not given),i,0.56
Cc1ccc(CCC(=O)Nc2ccc(Br)cc2)o1,i,-0.45
COc1ccc(NC(=O)CSc2nnc(Cn3cnc([N+](=O)[O-])n3)n2C)cc1,i,-0.44
CS(=O)(=O)Nc1ccc(-c2cn3cccnc3n2)cc1,i,-0.21
CCc1ccc(NC(=O)Cn2c3[n+](c4c(F)c(F)ccc42)CCCCC3)cc1,i,0.17
CCN=C1SC(C(=O)Nc2ccc(Cl)c(Cl)c2)CC(=O)N1CC (stereo not given),i,-0.03
COc1cc(CN2CCC(Cc3ccccc3)CC2)c([N+](=O)[O-])cc1OC,i,0.23
O=C(CNC(=O)C1CCCCC1)NNC(=O)c1ccc(Cl)cc1Cl,i,-0.42
CCCCN(C)C(=O)c1nc2ccccn2c1CN1CCN(C/C=C/c2ccccc2)CC1,i,0.9
O=C(Nc1nnc(C2=COCCO2)o1)c1ccc([N+](=O)[O-])cc1,i,0.09
CCCNC(=O)C(=O)NCC1CCCN1CC (stereo not given),i,0.33
COc1ccccc1N1CCN(Cc2nc(-c3ccc(F)cc3)oc2C)CC1,i,-0.83
CCN(CC)C(=O)C1CCCN(Cc2ccc3ccccc3c2)C1 (stereo not given),i,-3.6
CC1CN(C(=O)C2CC2)C(C)CN1C(=O)C1CC1 (stereo not given),i,-1.6
CCCCNS(=O)(=O)c1ccc2nc(-c3cccnc3)cc(C(=O)NCCCOC)c2c1,i,-0.04
CC(C)CN(C)C(=O)CCc1nnc(Cc2ccc(-c3ccccc3)cc2)o1,i,0.77
Cc1ccc(O)c(-c2[nH]ncc2C(=O)c2ccc(Cl)cc2)c1,i,-2.5
CC1Cc2cc(/C(O)=C3\C(=O)C(=O)N(Cc4cccnc4)C3c3ccccc3F)ccc2O1 (stereo not given),i,1.2
Nc1ccc(N2CCN(C(=O)c3ccco3)CC2)cc1,i,0.07
Nc1ccc(C(=O)OCC(=O)Nc2ccc3c(c2)OCO3)cc1[N+](=O)[O-],i,0.6
O=C(NCC(=O)N1CCN(c2ccccc2O)CC1)c1ccccc1,i,-1.4
CCN(CC)C(NC(=O)Cc1ccccc1)C(Cl)(Cl)Cl (stereo not given),i,-1.4
CN(C)C(=O)c1ccc(NC(=O)c2cncc(Br)c2)cc1,i,-0.7
Cc1nc(N2CCCCC2)c2c(C)c(C(=O)Nc3cccc(C(F)(F)F)c3)sc2n1,i,-2.1
O=C(Nc1ccccc1F)c1ccc(Cn2cc(Br)cn2)cc1,i,-0.54
COc1cc(NC(=O)c2ccc(Cl)cc2)c(OC)cc1NC(=O)CN1CCOCC1,i,1.2
CCN(CC)c1ccc(/C=C/C(=O)c2ccc(Br)cc2)cc1,i,-1.5
CN(C(=S)NC1=CCS(=O)(=O)C1)C1CCCCC1,i,0
CC(C)N1CC(COc2ccccc2Cl)OC1=O (stereo not given),i,0.77
COc1ccc(CCNc2nc3ccccc3n3nnnc23)cc1OC,i,-0.1
O=C(CSc1cccc2cccnc12)N/N=C/c1cccc(O)c1,i,-0.45
CC(NC(=O)c1ccc(Br)o1)C1CCCO1 (stereo not given),i,1.7
O=C(CCS(=O)(=O)c1cc(Br)cc2c1N(C(=O)C1CC1)CC2)N1CCN(c2ccccn2)CC1,i,-0.2
NS(=O)(=O)c1cnccc1Oc1cccc(Cl)c1,i,-1.5
O=C(NC1CCCC1)C1CCN(C(=O)Nc2cccc(Cl)c2)CC1,i,-1.6
O=C(Nc1ccccc1Cc1ccccc1)c1ccncc1,i,2.7
O=C(CCC1COc2ccccc2O1)N1CCCC1 (stereo not given),i,-0.12
Cn1nnc2cc(C(=O)N3CCN(c4ccccc4)CC3)ccc21,i,0.35
O=C1CC(c2ccc(F)cc2)Cc2nc(N3CCOCC3)ncc21 (stereo not given),i,-1.8
O=C(O)CCN1C(=O)C2C3C=CC(C3)C2C1=O (stereo not given),i,-0.07
Cc1cc(=O)[nH]c(SCC(=O)Nc2ccc(Br)cn2)n1,i,1.3
CN(C)S(=O)(=O)c1ccc(C(=O)Nc2cccc(C(=O)N3CCOCC3)c2)cc1,i,0.07
Cc1ccccc1-c1nc(CN2CCC(C(=O)N3CCN(c4ccccn4)CC3)CC2)c(C)o1,i,-0.54
COc1cc(S(=O)(=O)Nc2cc(C)cc(C)c2)ccc1F,i,-1.7
Cc1cc2cc(C)c(NCCNC(=O)c3cccs3)nc2cc1C,i,0.81
Cc1cc(C)n(-c2ccc(C(=O)Nc3nnc(C4CC4)s3)cc2)n1,i,-0.19
COc1ccc(SN=C2C(C)=CC(=O)C=C2C)cc1,i,-0.73
CCN(CC#CCC1(O)c2ccccc2-c2ccccc21)CCO,i,1.2
O=C(CSc1ncn[nH]1)Nc1ncc(C(F)(F)F)cc1Cl,i,-0.57
O=C(NCCC1=CCCCC1)C1CC(=O)N(Cc2ccccc2)C1 (stereo not given),i,-0.12
O=C(NC(=S)Nc1ccc(CN2CCCCC2)cc1)c1cc2ccccc2o1,i,0
CCCc1nn(C)c2c1C(c1ccncc1)C(C#N)=C(N)O2 (stereo not given),i,2.2
CC(=O)c1cccc(NC(=O)Cc2ccc3c(c2)CCCC3)c1,i,1.9

# Next results follow.
SMILES,CHT block,Kir21 inh
CC(=C\c1ccco1)/C=C1/SC(=S)N(CC(=O)O)C1=O,i,-0.09
O=C(/C=C/c1ccco1)Nc1scc(-c2ccccc2)c1C(=O)O,i,1.9
COCCn1c(=NC(=O)CN2C(=O)CCC2=O)sc2cc(S(N)(=O)=O)ccc21,i,0
O=C(c1ccccc1)c1cccc(NC(=O)C2CC2)c1,i,-1.3
CC(=O)NC(=S)Nc1cccc2ccc(C)nc12,i,0.46
O=C(Cn1cncn1)NCc1cc(F)ccc1F,i,0.73
Cc1ccc(-n2nc3ccc(NC(=O)/C=C/c4ccco4)cc3n2)cc1,i,-1.8
Cc1ccc(C2/C(=C(/O)c3ccc(Br)cc3)C(=O)C(=O)N2Cc2ccco2)o1 (stereo not given),i,0.53
Cc1cccc2cc3c(NC(=O)CC(C)C)nn(C)c3nc12,i,0.8
CC(=O)Nc1ccc(NC(=O)C(C)OC(=O)C(C)SCC(=O)Nc2ccc(F)cc2)cc1 (stereo not given),i,0.3
CCOc1ccc(CN2CCN(Cc3cccc4c3OCO4)CC2CCO)cc1 (stereo not given),i,-0.53
COc1ccc(CC(NC(C)=O)C(=O)NC2CCN(c3nc(C)cc(C)c3C#N)CC2)cc1OC (stereo not given),i,0.94

# Shown field by field: part of the list above.
molecule: Cc1ccc(-n2nc3ccc(NC(=O)/C=C/c4ccco4)cc3n2)cc1
  CHT block: i; Kir21 inh: -1.8

molecule: CC(=O)NC(=S)Nc1cccc2ccc(C)nc12
  CHT block: i; Kir21 inh: 0.46

# The list goes on:
SMILES,CHT block,Kir21 inh
COc1ccc(-c2cc(C(=O)Nc3cc(S(N)(=O)=O)ccc3C)c3ccccc3n2)cc1OC,i,2.5
CC(C)OCC(O)Cn1c(N2CCCC2)nc2c1c(=O)[nH]c(=O)n2C (stereo not given),i,0.16
O=C(CSc1nnc(CNC(=O)c2c(F)cccc2Cl)o1)NC1CCCC1,i,0.17
CCOc1ccc2[nH]c3c(NCCCOC)ncnc3c2c1,i,-1.3
c1ccc(-c2ccccc2OCCCCn2ccnc2)cc1,i,-4.8*
CCOc1cccc(OCCCNCCCOC)c1,i,0.74
COc1ccc(Cl)cc1NC(=O)CNCc1cccs1,i,1.4
CCn1c(=O)c(C(=O)Nc2ccccc2S(N)(=O)=O)c(O)c2ccccc21,i,1.5
Cc1[nH]c2ccc(-c3n[nH]c(=S)n3C)cc2c1C,i,-0.26
CCNC(=S)NN=C1c2ccccc2-c2ccccc21,i,0.7
CC(Nc1nc(-c2ccc(F)cc2)cs1)c1nc2cc(C(F)(F)F)ccc2n1CCOCCO (stereo not given),i,1.7
COc1ccc(CC(=O)NC(C)c2nnc(SCC(=O)Nc3nc(C)cs3)n2C)cc1 (stereo not given),i,0.56
CCn1c(SCC(=O)N2CCCc3ccccc32)nnc1-c1c[nH]c2ccccc12,i,-0.45
CCCc1nnc(SCC(=O)Nc2ccc(NC(C)=O)cc2)n1-n1cccc1,i,2.3
CC(C)(C#N)NC(=O)c1ccco1,i,-0.42
COc1ccc(-n2c(C)cc(C(=O)NC3CCCCC3)c2C)cc1,i,0.87
O=c1nccc(NCc2ccco2)[nH]1,i,1.9
CC1(C)Cc2c(c(N3CCOCC3)nc3sc(C(=O)Nc4ccc(Cl)cc4)c(N)c23)CO1,i,0.11
O=C(C(Cl)Cl)N1CCN(Cc2ccc3c(c2)OCO3)CC1,i,0.82
O=C(NN=C1CCCCCC1)c1cccnc1,i,-1.5
O=C(NCc1ccc(Cl)cc1)c1ccc(OCC2CCCO2)cc1 (stereo not given),i,0.12
O=C1CC(/C=C/c2ccccc2)(C(=O)NC2CCCC2)N1c1ccc(S(=O)(=O)N2CCCC2)cc1 (stereo not given),i,1.7
COc1ccc2[nH]cc(CCNC(=O)Cc3ccc(Cl)cc3)c2c1,i,-1.5
O=C(c1ccc(Cl)cc1)N1CCC(c2nc(-c3cccs3)no2)CC1,i,-1.7

# Profiles, looked up by structure.
# Entry for O=C(NCc1ccc(Cl)cc1)c1ccc(OCC2CCCO2)cc1 (stereo not given) = CHT block: i; Kir21 inh: 0.12
# Entry for CC(C)(C#N)NC(=O)c1ccco1 = CHT block: i; Kir21 inh: -0.42
# Entry for COc1ccc(-n2c(C)cc(C(=O)NC3CCCCC3)c2C)cc1 = CHT block: i; Kir21 inh: 0.87

# Retrieved one by one from the list above:
SMILES,CHT block,Kir21 inh
CCn1c(SCC(=O)N2CCCc3ccccc32)nnc1-c1c[nH]c2ccccc12,i,-0.45
CCCc1nnc(SCC(=O)Nc2ccc(NC(C)=O)cc2)n1-n1cccc1,i,2.3
COc1ccc2[nH]cc(CCNC(=O)Cc3ccc(Cl)cc3)c2c1,i,-1.5

# Next part
SMILES,CHT block,Kir21 inh
CCn1c(=S)[nH]c2scc(-c3cccs3)c2c1=O,x,0.07
O=C(CNC(=O)c1ccc([N+](=O)[O-])cc1)N/N=C/c1c[nH]c2ccccc12,i,-2.7
Cc1oc(-c2cccc(Cl)c2)nc1CN1CCC(C(=O)N2CCN(c3ccccn3)CC2)CC1,i,x
COC(=O)CCSc1nc(N2CCOCC2)c2c(c1C#N)CC(C)(C)OC2,i,1.7
NS(=O)(=O)c1ccc(CNC(=O)Cc2ccc(S(=O)(=O)N3CCOCC3)s2)cc1,i,-1.8
Cc1ccc(C(=O)NCCC(=O)NCc2ccco2)cc1,i,1.2
COc1ccc(OC)c(S(=O)(=O)N2CCC(C(=O)N3CCCC3)CC2)c1,i,-0.02
COc1cccc(/C=C(/C(=O)OCC(=O)NCC2CCCO2)c2ccccc2)c1 (stereo not given),i,-0.72
Cc1cccc(NC(=O)CC23CC4CC(C2)CC(n2nnc(C)n2)(C4)C3)c1,i,-0.01
CC(C)[C@H](NC(=O)c1ccccc1)C(=O)OCC(=O)N1CCCc2ccccc21,i,-0.85
CS(=O)(=O)N(CC(=O)N1CCCC1)c1cc(C(F)(F)F)ccc1Cl,i,0.42
O=C(/C=C/c1ccc(Cl)cc1)Nn1c(-c2cccs2)nc2ccccc2c1=O,i,-1.8
NC(=O)C1CC(=O)N(c2ccc(OCC(=O)Nc3ccc(Cl)cc3)cc2)C1 (stereo not given),i,0.02
O=C(Nc1ccc(Br)cc1Cl)c1cnccn1,i,0.92

# From PubChem BioAssay
